# Assay outcomes deposited in PubChem by National Center for Advancing Translational Sciences (NCATS).
# NIH3T3 tox – Cytotoxic Profiling in NIH 3T3 Cell Line of Diverse Libraries Using Quantitative High-Throughput Screening; NIH 3T3 viability, CellTiter-Glo ATP luminescence, 48-72 h; Potency, µM (highest dose often 96.7 µM), for the others: at the top dose activity change, negative = cytotoxicity, actives largely listed as inhibitors; 94,000 compounds, 4.3% hits; AID 1345082, 2018; note: potency is the fitted concentration of half-maximal effect; nearly all actives have a fitted effect of over 55% in size
#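 Viability of NIH 3T3 cells after 48 or 72 hr compound treatment at 37 °C was assessed by CellTiter-Glo, with luminescence imaged following a 10 min room-temperature step.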
# GPT2 inh – Primary qHTS assay for inhibitors of Glutamate pyruvate transaminase 2 (GPT2); Alanine aminotransferase 2 (Homo sapiens), Q8TD30; Recombinant GPT2, coupled pyruvate oxidase/HRP Amplex Red fluorescence; Potency, µM (titrated, usually from 57.7 µM), without a hit: at the highest dose activity change, negative = inhibition, most hits filed as inhibitors; 100,000 compounds, 0.25% hits; AID 1671188, 2021; note: potency is the fitted concentration of half-maximal effect; nearly all actives have a fitted effect of over 60% in size; many of its hits are not listed in these tables
#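 Inhibition is scored from Amplex Red fluorescence generated when pyruvate oxidase and HRP act on pyruvate released by GPT2. Reactions contain 10ng/uL enzyme, 250uM a-KG and 2mM L-alanine and run 30 min at room temperature.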
# HEK293 tox – Cytotoxic Profiling in HEK 293 Cell Line of Diverse Libraries Using Quantitative High-Throughput Screening. HEK 293 viability, ATP luminescence (CellTiter-Glo), 48-72 h. Potency, µM (top dose mostly 115 µM), for inactives: at the top dose activity change, negative = cytotoxicity, usual class: inhibitors. 94,000 compounds, 6.6% hits. AID 1345083, 2018; note: potency is the fitted concentration of half-maximal effect; nearly all actives have a fitted effect of over 60% in size
#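 ATP-coupled CellTiter-Glo luminescence served as viability read-out, recorded 10 min after reagent addition at room temperature. HEK 293 cells, 250 cells/well, had been incubated with pintool-transferred compound for 48 or 72 hr at 37 degree Celsius.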
# Luciferase inh – Firefly luciferase inhibition profiling of diverse chemical library using quantitative high-throughput screening | Luciferin 4-monooxygenase (Photinus pyralis), P08659 | purified P. pyralis luciferase, luminescence, biochemical | Potency, µM (titrated, usually from 115 µM), inactives show at the top dose activity change, negative = inhibition, hits mostly inhibitors | 76,000 compounds, 2.5% hits | AID 1347043, 2019; note: potency is the fitted concentration of half-maximal effect; nearly all actives have a fitted effect of over 65% in size
# Target sequence (P08659 whole entry, looked up): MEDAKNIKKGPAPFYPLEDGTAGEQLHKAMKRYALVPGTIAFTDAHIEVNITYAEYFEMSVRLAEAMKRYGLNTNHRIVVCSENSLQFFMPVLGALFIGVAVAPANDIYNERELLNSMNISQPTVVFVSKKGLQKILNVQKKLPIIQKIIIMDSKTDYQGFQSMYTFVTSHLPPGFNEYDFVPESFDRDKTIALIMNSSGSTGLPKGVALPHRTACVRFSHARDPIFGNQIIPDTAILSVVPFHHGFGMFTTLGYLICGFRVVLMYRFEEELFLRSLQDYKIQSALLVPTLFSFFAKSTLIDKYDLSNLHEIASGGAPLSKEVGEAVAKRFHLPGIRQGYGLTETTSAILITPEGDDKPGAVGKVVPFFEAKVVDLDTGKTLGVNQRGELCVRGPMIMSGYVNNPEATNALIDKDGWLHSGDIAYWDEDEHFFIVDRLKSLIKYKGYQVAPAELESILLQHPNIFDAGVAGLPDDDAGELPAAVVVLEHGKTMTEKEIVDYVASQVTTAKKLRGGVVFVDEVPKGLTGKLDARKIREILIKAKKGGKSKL
#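 Purified 10nM P. pyralis luciferase with 10uM D-luciferin and 10uM ATP in 50mM Tris acetate pH 7.5, 10mM Mg acetate, 0.01% Tween-20, 0.05% BSA. qHTS titration; luminescence read by CCD imager.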
# SNCA expr inh – Primary qHTS assay for inhibitors of alpha-synuclein gene (SNCA) expression. HEK-293 SNCA-luciferase knock-in, luminescence, 24 h. Potency, µM (top dose mostly 57.2 µM), without a hit: at the top dose activity change, negative = inhibition, hits mostly inhibitors. 140,000 compounds, 0.17% hits. AID 1671194, 2021;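 note: potency is the fitted concentration of half-maximal effect; plate controls were DMSO cells for no effect and cell-free wells for full effect; nearly all actives have a fitted effect of over 45% in size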
# HEK293 viab – GF-AFC viability counterscreen for inhibitors of alpha-synuclein gene (SNCA) expression. Potency, µM (doses to about 57.1 µM), for the others: at the highest dose activity change, negative = cytotoxicity, most hits filed as cytotoxic. AID 1671193, 2021. 150,000 compounds, 0.12% hits. HEK-293-SNCA-luc viability, GF-AFC fluorescence, 24 h;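 note: potency is the fitted concentration of half-maximal effect; 0% = DMSO-treated cells and -100% = medium-only wells without cells; nearly all actives have a fitted effect of over 30% in size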
#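 Cytotoxicity counterscreen: after 24 h compound treatment of genome-edited SNCA-luciferase HEK-293 cells, live-cell protease substrate GF-AFC read by fluorescence after 30 min; activity scaled between DMSO (0%) and medium-only (-100%), curves Hill-fitted.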
# IP6K1 inhibitor – Primary qHTS assay for small molecule inhibitors of Inositol hexaphosphate kinase 1 (IP6K1); IP6K1 kinase, ADP-Glo luminescence, 2 h; hits give low values; activity change, % (series mostly up to about 58 µM); 140,000 compounds, 0.81% hits; in the data active = activity change below about -25%
# Target sequence (Q92551 whole entry, looked up): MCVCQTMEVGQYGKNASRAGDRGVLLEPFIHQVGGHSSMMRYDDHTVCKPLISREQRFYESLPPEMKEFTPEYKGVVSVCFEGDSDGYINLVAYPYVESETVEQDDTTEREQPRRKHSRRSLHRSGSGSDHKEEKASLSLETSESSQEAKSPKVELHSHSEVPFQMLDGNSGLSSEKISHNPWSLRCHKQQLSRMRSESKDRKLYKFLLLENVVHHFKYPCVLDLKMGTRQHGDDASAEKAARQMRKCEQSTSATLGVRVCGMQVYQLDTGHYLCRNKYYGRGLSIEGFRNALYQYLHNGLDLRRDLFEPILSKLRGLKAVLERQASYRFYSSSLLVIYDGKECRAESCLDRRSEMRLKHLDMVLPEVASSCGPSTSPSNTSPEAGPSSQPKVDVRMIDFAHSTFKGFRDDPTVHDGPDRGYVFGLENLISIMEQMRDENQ
#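 ADP-Glo luminescence measures ADP made by human IP6K1 during a 2 h RT reaction with ATP/IP6 (mix at 1.3 mM/130 uM); top library doses 57.5 and 19.1 uM final.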
# Numbers without * were called inactive; i = inactive; ? = inconclusive; . = no result given; & = joins results of further samples; [ ] = remark or other dose. Unless noted, calls come from the whole dose curve; as a rule, active = well fitted curve in the direction sought with a large enough effect; inconclusive = small, poorly fitted or top-dose-only effect, or another doubt; inactive = no such curve, though single readings can be large; an effect the other way counts as inactive or inconclusive. Unless noted, % is set by controls: 0 for no effect and ±100 for the full control effect. Some of the compounds tested; count on the stated rates, not on these rows.
item | canonical_smiles | NIH3T3 tox | GPT2 inh | HEK293 tox | Luciferase inh | SNCA expr inh | HEK293 viab | IP6K1 inhibitor
1 | O=C1NC2(CCN(C(=O)c3ccc4c(c3)OCO4)C2)Oc2ccccc21 (stereo not drawn) | -2% | i | i | -2% | 36%[activator] | -1% | 21
2 | O=C(Nc1ccc2c(c1)OCCO2)N1CCC(Cc2nc(C3CC3)n[nH]2)C1 (stereo not drawn) | -2% | i | 5% | ? | 57%[activator] | -7% | 2
3 | Cc1noc([C@H]2CCN(C(=O)Cc3c[nH]c4ccccc34)C[C@H]2NC(=O)C2CC2)n1 | ? | 0% | ? | -3% | 22% | 2% | -14
4 | O=C(c1ccoc1)N1CCCC(Cc2nc(C3CCOCC3)no2)C1 (stereo not drawn) | i | i | 8% | -7% | 33%[activator] | 4% | 0
5 | O=C([C@H]1C[C@@H](F)CN1S(=O)(=O)Cc1ccc(Cl)cc1)N1CCOCC1 | 4% | i | -8% | -6% | -22% | -12% | -9
6 | COCc1ccc2c(c1)c(OC(C)(C)C(=O)NC(C)C)nn2Cc1cccc(OC)c1 | ? | -5%[88.5 µM] | ? | -6%[172 µM] | -4%[87.6 µM] | -1%[87.6 µM] | -8
7 | COc1ccc2nc(N(Cc3cccnc3)C(=O)CCc3ccccc3)sc2c1 | . | . | . | . | ? | -28% | 0
8 | Cn1ccc(C(=O)NCc2nnc3n2C(C(=O)NCc2ccc(F)cc2)CC3)n1 (stereo not drawn) | i | -2% | i | . | -1% | 6% | -2
9 | Cc1noc(C)c1-c1cc2cc(CN(C)C)oc2c(Nc2ccncn2)n1 | 45µM* | -1%[88.5 µM] | ? | -4%[172 µM] | -11%[87.6 µM] | 1%[87.6 µM] | -11
10 | Cc1ccc(NC(=O)Nc2cccn3nc(C)nc23)cc1 | ? | ? | ? | 7.9µM* | 171%[activator] | 3% | 13
11 | CNC(=O)c1cc(C2CC2)nc2c1c(C1CCN(C(=O)c3cccnc3)CC1)nn2C | -2% | . | i | . | . | . | -5
12 | O=C(c1ccccc1F)N1CCCCCC1c1nnc(-c2ccccc2)o1 (stereo not drawn) | ? | 2% | ? | 51% | -5% | -9% | 16
13 | COc1cc(C2CC(=O)Nc3c2c(=O)[nH]c2ncnn32)ccc1O (stereo not drawn) | . | . | . | . | -7% | 16% | -14
14 | Cc1noc(-c2cccn3c(CNC(=O)c4ccoc4)nnc23)n1 | -6% | i | -4% | 3% | -11% | -1% | 5
15 | O=C1CN([S+](=O)([O-])c2ccc(F)cc2)CC(O)CN1CCOc1ccccc1 (stereo not drawn) | -20% | . | ? | . | . | . | -8
16 | O=C(C1CCCC1)N1CCC(C2CCN(Cc3cccc(F)c3F)CC2)C1 (stereo not drawn) | ? | -15% | ? | -7% | 7% | ? | 27
17 | CCc1ccc(NC(=O)CC2C(=O)NCCN2C(=O)c2ccccc2OC)cc1 (stereo not drawn) | . | . | . | . | -10% | -1% | -10
18 | CCCCCCCCCCCCCCCC[N+](C)(C)CCN(Cc1ccc(OC)cc1)c1ncccn1 | . | -9% | . | . | 3%[25.6 µM] | -9%[23.9 µM] | 2
19 | O=C(c1ccccc1)N1CCC2(CC1)CC(c1cccnc1)=NO2 | -22%&-12%[138 µM] | -1%[88.5 µM] | ? | -2%&-9%[172 µM] | ? | -12%&3%[87.6 µM] | 17&7
20 | COc1ccc(C(C)NC(=O)c2cc3c(N4CCSCC4)nc(C)cn3n2)cc1OC (stereo not drawn) | ? | 1% | ? | -9% | ? | 4% | 6

# Among those listed so far, these contain an NH in an aromatic ring:
item | canonical_smiles | NIH3T3 tox | GPT2 inh | HEK293 tox | Luciferase inh | SNCA expr inh | HEK293 viab | IP6K1 inhibitor
2 | O=C(Nc1ccc2c(c1)OCCO2)N1CCC(Cc2nc(C3CC3)n[nH]2)C1 (stereo not drawn) | -2% | i | 5% | ? | 57%[activator] | -7% | 2
3 | Cc1noc([C@H]2CCN(C(=O)Cc3c[nH]c4ccccc34)C[C@H]2NC(=O)C2CC2)n1 | ? | 0% | ? | -3% | 22% | 2% | -14
13 | COc1cc(C2CC(=O)Nc3c2c(=O)[nH]c2ncnn32)ccc1O (stereo not drawn) | . | . | . | . | -7% | 16% | -14

# Continuation.
item | canonical_smiles | NIH3T3 tox | GPT2 inh | HEK293 tox | Luciferase inh | SNCA expr inh | HEK293 viab | IP6K1 inhibitor
21 | CCCNC(=O)C(NC(=O)CC(C)C)C1CCN(C(=O)c2ccc(Cl)cc2)CC1 (stereo not drawn) | -10% | 1% | i | 2% | 2% | -2% | -6
22 | CNC(=O)CN(C)C(=O)[C@@H]1CN(c2ncccn2)C[C@H]1COC | -10% | 4% | -1% | 0% | 13% | 0% | 4
23 | CCN1CCN(c2ncnc3c2CN(C2CCCCC2)C(=O)CN3C)CC1 | -8% | -41% | 2% | . | 8% | 0% | 15
24 | Cc1c(Cl)cccc1NC(=O)N1CCC(CN2CCCC2)CC1 | . | . | . | . | 7% | -4% | 8
25 | CC[C@H]1OC(=O)[C@H](C)[C@@H](O[C@H]2C[C@@](C)(OC)[C@@H](O)[C@H](C)O2)[C@H](C)[C@@H](O[C@@H]2O[C@H](C)C[C@H](N(C)C)[C@@H]2O)[C@](C)(OC)C[C@@H](C)C(=O)[C@H](C)[C@@H](O)[C@]1(C)O | . | -3% | . | . | 6% | 7% | .
26 | Cc1ccc(CNc2nc3ccccc3n3c(C)nnc23)cc1 | . | . | . | . | 14% | 3% | -1
27 | Cc1ccc(CC2CCOC3(CCN(C(=O)c4cccs4)CC3)C2)cc1 (stereo not drawn) | ? | -16% | 45µM* | 6% | -15% | 4% | 2
28 | O=c1n(-c2ccc([N+](=O)[O-])cc2)nc2n1CCN(CC1CC1)C2 | ? | -12%[88.5 µM] | 35µM* | ? | 144%[activator][87.6 µM] | -30%[87.6 µM] | 9
29 | COc1ccccc1CN1CCC(O)(c2csc(CN3CCN(c4ccccn4)CC3)n2)CC1 | ? | -1% | ? | -2% | 1% | -4% | 3
30 | CCOC(=O)C(Cc1cccc(N2CCN([S+](=O)([O-])c3ccccc3F)CC2)c1)OC (stereo not drawn) | ? | . | ? | . | . | . | 23
31 | COc1ccc(CCNC(=O)CN2C(=O)COc3ccc(S(=O)(=O)N4CCCC4)cc32)c(OC)c1 | . | . | . | . | 14% | ? | -9
32 | CN(C)[C@@H]1C(=O)C(C(N)=O)=C(O)[C@@]2(O)C(=O)C3=C(O)c4c(O)ccc(Cl)c4[C@@H](O)[C@H]3C[C@@H]12 | . | i | . | . | 10% | -7% | -41*
33 | COc1ccc(-c2nc(SCC(=O)c3ccc(OC)c(Br)c3)n[nH]2)cc1 | . | . | . | . | -14% | -15% | 24
34 | Cc1cccc(NC(=O)c2cc(S(=O)(=O)NCCc3ccccc3)ccc2F)c1C | . | . | . | . | -5% | 5% | 25
35 | Cc1ccn(CCC(=O)N2C[C@@H](C(=O)O)[C@H](c3ccccc3C)C2)n1 | -3% | -9% | 2% | 1% | -8% | 4% | 23
36 | CCCCC1CN(c2cccc(-c3ccccc3)c2)C(=O)CN1C(=O)c1ncoc1C (stereo not drawn) | ? | 2%[11.5 µM] | ? | -1% | 0% | ? | 6
37 | COCc1noc([C@@H]2CN(C(=O)C3(C)CCCCC3)C[C@H]2CO)n1 | i | -2% | i | 2% | -18% | 9% | -7
38 | CN1C(=O)CCCCC1C(=O)NC1CCCC1 (stereo not drawn) | i | i | -3% | 0% | 23% | -2% | 18
39 | CCOC(=O)C1=CN(CC(=O)Nc2ccccc2C(F)(F)F)S(=O)(=O)N=C1C | i | i | 9% | 10% | -18% | 3% | -3
40 | Cc1nncn1C1CCN(S(=O)(=O)c2ccc(F)c(F)c2)CC1 | i | -11% | 7% | 3% | -3% | 3% | -10
41 | O=C(CSc1cn(CC(=O)N2CCCCC2)c2ccccc12)Nc1ccc(C(F)(F)F)cc1 | . | . | . | . | 25% | 8% | 9
42 | O=C(NC1CCCC1)C1CCN(Cc2ccccc2-c2ccccc2F)CC1 | -26% | -10% | -12% | . | 24% | 5% | 8
43 | CN(C)CC(=O)N1Cc2ccccc2CC2(CCCCN2C)C1 (stereo not drawn) | -16% | i | -8% | . | -20% | -6% | -8
44 | COc1ccc(OC)c(CNC(=O)c2ccc3c(c2)c(C)c(C)n3C)c1 | . | . | . | . | 13% | 1% | -17
45 | CCOC(=O)C1=CN(CC(=O)Nc2ccc(OC)cc2)S(=O)(=O)N=C1C | -20% | i | -22% | -5% | ? | 0% | 3
46 | COc1ccc(-c2c(C#N)c(SCC(=O)Nc3ccc(Br)cc3)nc(C)c2C(=O)Nc2ccccc2)cc1 | . | . | . | . | -13% | 1% | 32
47 | COc1c(C)cccc1C(=O)N1CCOC(c2ccc(Cl)c(Cl)c2)C1 (stereo not drawn) | ? | 3% | ? | -14% | -24% | -15% | 5
48 | COCCn1ncc(N2CCC(NC(=O)c3ccc4c(c3)OCO4)CC2)cc1=O | 0% | i | i | 7% | 2% | -28% | -2
49 | Cc1ccc(C2(c3noc(CN(C)Cc4ccc(C)o4)n3)CCCC2)cc1 | -16% | 3% | i | 11% | 0% | 3% | -10
50 | O=C(NCc1cccs1)c1ccc2nnc(-c3cccc(C(F)(F)F)c3)n2c1 | ? | -10% | ? | . | ? | -17% | 4
51 | O=C(Nc1cccc(C(F)(F)F)c1)N[C@H]1CO[C@H]2[C@@H]1OC[C@@H]2Nc1nccc(C2CCCC2)n1 | 79µM* | i | ? | -23% | -4% | -4% | -5

# Record cards (already shown). Screens in order: NIH3T3 tox, GPT2 inh, HEK293 tox, Luciferase inh, SNCA expr inh, HEK293 viab, IP6K1 inhibitor
# Results for O=C(CSc1cn(CC(=O)N2CCCCC2)c2ccccc12)Nc1ccc(C(F)(F)F)cc1 = ., ., ., ., 25%, 8%, 9
# Results for COc1ccc(OC)c(CNC(=O)c2ccc3c(c2)c(C)c(C)n3C)c1 = ., ., ., ., 13%, 1%, -17
# Results for O=C(NCc1cccs1)c1ccc2nnc(-c3cccc(C(F)(F)F)c3)n2c1 = ?, -10%, ?, ., ?, -17%, 4
